# SKN-1 block: suppressors of acrylamide-induced Pgst-4::GFP reporter in worms, primary screen, SKN-1 inhibitor project, whole organism, uHTS, GFP/RFP fluorescence ratio, strain VP596; actives 0.49% (n = 360,000); C. elegans VP596 Pgst-4::GFP/RFP ratio, 24 h; inhibition, % at 21.8 µM;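 active = interference check ratio from 0.5 to 1.5 plus GFP to RFP signal ratio inhibition reaching or exceeding a fixed threshold, cut at about 30% in these data, passing the limit was not always enough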; also: some compounds called inactive have numbers as strong as hits
# MLLE-PAM2 inh: inhibitors of PABP1 MLLE–PAM2 peptide binding, primary screen, biochemical, fluorescence polarization, FITC-PAM2, GST-MLLE. Polyadenylate-binding protein 1 (Homo sapiens), P11940. inhibition, % at 20 µM. actives 0.36% (n = 360,000). AID 588489, 2011; in the data active = inhibition above about 35%, passing the limit was not always enough;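 also: plate controls were DMSO wells with GST-MLLE for no effect and wells lacking GST-MLLE protein for full effect; some results filed as inactive read as strong as hits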
# eLon inh: inhibitors of E. coli Lon protease, primary screen, biochemical, fluorescence polarization; actives 0.42% (n = 360,000); AID 602123, 2011; P0A9M0; purified E. coli Lon protease; inhibition, % at 7.94 µM; in the data active = inhibition above about 13%, passing the limit was not always enough;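 also: 0% = enzyme with probe and DMSO and 100% = no enzyme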
# Target sequence (P0A9M0 whole entry, looked up): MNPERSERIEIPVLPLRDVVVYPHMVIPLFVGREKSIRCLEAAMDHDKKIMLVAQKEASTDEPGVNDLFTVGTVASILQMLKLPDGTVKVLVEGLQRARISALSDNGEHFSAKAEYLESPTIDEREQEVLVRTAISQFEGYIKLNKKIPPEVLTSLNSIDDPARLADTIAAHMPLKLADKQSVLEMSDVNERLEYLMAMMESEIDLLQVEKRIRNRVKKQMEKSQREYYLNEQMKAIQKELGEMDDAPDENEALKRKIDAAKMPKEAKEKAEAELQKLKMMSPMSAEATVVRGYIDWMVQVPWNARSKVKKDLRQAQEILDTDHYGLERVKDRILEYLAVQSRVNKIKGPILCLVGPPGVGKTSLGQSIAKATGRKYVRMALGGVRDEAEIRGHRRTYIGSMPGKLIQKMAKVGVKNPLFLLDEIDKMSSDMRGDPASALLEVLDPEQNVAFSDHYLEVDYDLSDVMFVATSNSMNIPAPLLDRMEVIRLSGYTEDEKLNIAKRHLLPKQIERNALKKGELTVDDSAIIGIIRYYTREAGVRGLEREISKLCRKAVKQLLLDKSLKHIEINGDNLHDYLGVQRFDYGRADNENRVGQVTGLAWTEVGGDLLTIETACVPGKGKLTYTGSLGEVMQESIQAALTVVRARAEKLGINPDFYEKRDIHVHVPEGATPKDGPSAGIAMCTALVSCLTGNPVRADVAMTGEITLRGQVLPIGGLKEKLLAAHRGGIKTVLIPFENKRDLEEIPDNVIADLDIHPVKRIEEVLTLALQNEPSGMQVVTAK
# bovine MsrA act: bovine MsrA enzyme activators, primary screen, biochemical, absorbance, HTS; activation, % at 10.6 µM; Methionine sulfoxide reductase A (Bos taurus); purified bovine MsrA, absorbance read-out; actives 0.3% (n = 360,000); AID 602163, 2012; in the data active = activation above about 7.5%;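 also: 0% = vehicle and 100% = reference activator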
# Rin1-Abl PPI inh: inhibitors of Rin1-Abl protein binding, primary screen, biochemical, TR-FRET. Tyrosine-protein kinase ABL1 (Homo sapiens) + Ras and Rab interactor 1 (Homo sapiens), …. inhibition, % at 7.35 µM. actives 0.4% (n = 360,000). AID 588664, 2011; in the data active = inhibition above about 5%, passing the limit was not always enough
# FAS-TE inh: FAS thioesterase domain inhibitors, primary screen, biochemical, fluorescence intensity, uHTS; Fatty acid synthase (Homo sapiens), P49327; recombinant FAS-TE, OMFH fluorogenic substrate, fluorescence endpoint; inhibition, % at 15 µM; actives 0.67% (n = 360,000);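 active = compounds whose normalised, plate-corrected inhibition of enzyme fluorescence in the single-dose primary screen is 50% or more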;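 also: 0% = DMSO with enzyme and 100% = substrate without enzyme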
# MT1-MMP act inh: blockers of MT1-MMP proenzyme processing, primary screen, HT1080 RFP-PRO-GFP cells, GFP/RFP fluorescence | Matrix metalloproteinase-14 (Homo sapiens), P50281 | GFP/RFP ratio fluorescence, overnight; percent of plate control window, DMSO zero | GFP/RFP ratio change, % at 20 µM | actives 0.061% (n = 360,000) | AID 651647, 2012;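 active = GFP/RFP ratio change of at least 30% with cell ATP level not reduced by more than half and red fluorescence within 50% of control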; also: strong numbers were not always called active
#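 Assay system: HT1080 RFP-PRO-GFP cells | Dosing: 20 µM single dose, 1% DMSO | Incubation: Cells overnight before dosing, compound overnight, 37 °C, 5% CO2 | Evaluation: GFP/RFP fluorescence ratio | Control set: DMSO-only wells and HT1080 RFP-L50D-GFP cell wells as references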
# Neddyl block: inhibitors of cullin neddylation, primary screen, biochemical, TR-FRET, uHTS, NAE and Ubc12 | AID 651699, 2012 | calls only at 25 µM | actives 0.58% (n = 360,000) | NEDD8-conjugating enzyme Ubc12 (Homo sapiens) + NEDD8-activating enzyme E1 regulatory …; in the data active = inhibition above about 36%
# CendR NRP1 mod: modulators of CendR peptide binding to NRP-1, primary screen, biochemical, fluorescence polarization, uHTS. Neuropilin-1 (Homo sapiens), O14786. FAM-RPARPAR peptide binding to NRP-1. inhibition, % at 25 µM. actives 0.85% (n = 360,000). AID 602438, 2012;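 active = inhibition or corrected inhibition above about 18%, plus a signal ratio from 0.5 to 1.5, limit read from the data, passing the limit was not always enough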; also: strong numbers were not always called active
# Numbers without * were called inactive; i = inactive; · = no result given; + = active, no number. Rows were taken by chance; any-hit rate near 4%.
SMILES,SKN-1 block,MLLE-PAM2 inh,eLon inh,bovine MsrA act,Rin1-Abl PPI inh,FAS-TE inh,MT1-MMP act inh,Neddyl block,CendR NRP1 mod
COC(=O)[C@@]12C[C@@H](CC(=O)NCc3ccc(OC)c(OC)c3)C(=O)N(Cc3ccc4c(c3)OCO4)C1=CCC(C)(C)C2,-10,·,·,·,·,·,7,i,-8
CSc1ccc(CNC(=O)C2CCC(=O)N(CC3CCCCC3)C2)cc1 (stereo not drawn),12,7,6,-3,-2,-3,9,i,2
O=[N+]([O-])c1cn(Cc2ccc(Cl)cc2)cn1,-26,7,4,-5,1,-5,-7,i,11
COc1ccccc1C(CC(=O)N1CCCC1)c1ccc2c(c1)OCO2 (stereo not drawn),8,-4,8,1,3,2,-9,i,3
CC(=O)NC(CC(=O)Nc1cc(Cl)ccc1-n1cncn1)c1ccccc1 (stereo not drawn),26,-19,3,-2,-1,-4,-1,i,-3
CC(C)(C)CC(=O)NCCCCCCNC(=O)CC(C)(C)C,-11,17,-4,-3,-2,-14,1,i,-12
Cn1c(=O)cc(N2CCN(C(=O)c3ccco3)CC2)[nH]c1=O,93,3,4,1,-4,0,2,i,0
COc1ccc(NC(=O)C2CC2)cc1NS(=O)(=O)c1ccc(F)cc1,13,-1,-6,-2,1,-3,1,i,4
Cc1ccc(-n2ncc3c(=O)[nH]c(SCC(=O)N4CCN(c5ccccc5)CC4)nc32)cc1,-10,-8,0,-9,-1,-11,-4,i,-5
CN1C(N)=NC(=O)/C1=C/c1ccccc1F,4,9,1,-3,-3,-11,2,i,2
COc1cc(-c2cc(=O)c3ccccc3o2)ccc1O,12,-9,-13,-14,-4,-9,-3,i,-1
COc1ccc(CCNC(=O)C2CC3Cn4c(nc5ccccc54)C3N2C)cc1 (stereo not drawn),4,-4,-21,-4,2,0,-3,i,-7
CN(CC(=O)Nc1cccc(F)c1)C(=O)c1cccc(N2C(=O)CCC2=O)c1,-12,-14,-8,0,1,-2,-3,i,-4
CC(Oc1ccc(Br)cc1)C(=O)NCC(c1ccco1)N1CCCCC1 (stereo not drawn),-14,2,-2,4,1,-4,-2,i,11
NC(=NCCc1ccccc1)NS(=O)(=O)c1ccc(F)cc1,0,5,-8,-4,2,-2,1,i,3
Nc1c(C(=O)c2cccs2)sc2nsc(SCCN3CCCCC3)c12,-18,-33,-301,-5,-10,-66,-146,i,131
CSc1nc(N2CCOCC2)c2ccccc2n1,2,-10,-5,-2,-9,-1,2,i,0
O=C(COc1ccc2ccccc2c1Br)Nc1ccncc1,7,-13,1,2,-4,5,-5,i,18
Cc1ccc(C)c(S(=O)(=O)Nc2ccc3cn[nH]c3c2)c1,-8,-4,3,-7,2,1,-2,i,0
Cc1cccn2cc(CNC(=O)c3ccco3)nc12,-21,-2,-10,1,-2,-8,3,i,11
Cc1ccccc1C(=O)Oc1ccccc1N1C(=O)C2CC=CCC2C1=O (stereo not drawn),18,11,13,-2,1,2,5,i,-1
CCCC(=O)Nc1nnc(Cc2ccccc2)s1,11,14,-1,-3,-2,-14,2,i,-8
Cc1ccc(C)c(N2CCN(C(=O)CCCn3c(=O)c4cccn4c4cccnc43)CC2)c1,-1,-2,3,-5,-2,27,-1,i,-7
CC(C)(C)OC(=O)N1CCC[C@H]1C(=O)N/N=C/c1ccc2ncccc2c1,-10,5,9,-4,-4,-5,1,i,7
COc1ccc(CCNC(=O)CNC(=O)Cn2ccc3ccccc3c2=O)cc1OC,4,9,-2,-2,-3,-7,2,i,-6
O=C(NCCCN1CCOCC1)c1ccc(-n2nc(C(F)(F)F)cc2-c2cccs2)cc1,-10,6,3,2,-1,-1,-6,i,-10
CCOC(=O)c1ccc2c(c1)nc(-c1ccccn1)n2CC,20,2,1,0,1,2,-4,i,-10
CCCNC(=O)c1onc(CSc2nc3ccccc3[nH]2)c1C(=O)NCCC,9,-19,-6,-2,2,-5,0,i,8
Cc1ccnc(NC(=O)CN(C)S(=O)(=O)c2cccc3nsnc23)c1,16,-8,3,-2,0,-4,-1,i,-3
COc1ccc(N2CCN(C(=O)c3cc(-c4cccs4)nc4ccccc34)CC2)cc1,4,4,12,-5,-4,25,-3,i,12
Cc1ccc(S(=O)(=O)N2CCC(n3nnc4cc(C)ccc43)CC2)cc1,-6,-2,-4,0,0,5,3,i,-1
CC(C)N(Cc1nc(-c2ccccc2)no1)C(=O)COc1ccccc1,6,18,-11,-1,-2,6,-3,i,5
CC1CCc2nc(N)c(C#N)c(-c3cccn3C)c2C1 (stereo not drawn),-15,-27,-12,-5,0,-4,-17,i,-15
O=C(Cc1ccccc1)N/N=C/c1cc(Br)c(Br)o1,-10,-6,-9,-17,2,3,1,i,-5
COc1ccccc1N(C)S(=O)(=O)c1ccc(C(=O)N2CCC2)cc1,-13,13,3,-2,0,-7,-2,i,1
Cc1ccc(C(=O)O)cc1S(=O)(=O)N1CCC(C(=O)O)CC1,-9,0,-6,-5,1,-12,3,i,10
CSc1ccccc1C(=O)NCC(c1ccco1)N1CCCCC1 (stereo not drawn),7,-12,-4,-1,0,-5,-3,i,3
COC(=O)[C@@]12CCCN1[C@H](c1ccc(-c3ccc(Cl)c(Cl)c3)cc1)[C@H]1C(=O)N(C)C(=O)[C@H]12,-21,14,-8,0,1,24,0,i,-13
Nc1ccccc1-c1nnn(CC(=O)N2CCCc3ccccc32)n1,7,-4,5,-2,0,2,-1,i,17
CN(c1ncc(C(F)(F)F)cc1Cl)n1cc(C(N)=O)c2ccccc2c1=O,5,3,7,1,-2,-9,-1,i,9
CCC1S/C(=C(\C#N)C(=O)NCc2ccco2)N(c2ccc(F)cc2)C1=O (stereo not drawn),12,3,-10,-6,0,-3,-3,i,-9
COc1ccc(C(=O)NC(=S)N2CCN(c3ccccc3OC)CC2)cc1OC,0,-37,4,-3,1,-4,4,i,8
O=C(N/N=C/c1cccs1)c1cccnc1,13,7,1,-2,-7,-8,3,i,10
Cc1nc2cc(C(=O)N3CCc4ccccc43)ccc2n1-c1ccc(F)c(F)c1,10,5,-4,-2,3,6,0,i,-3
CCOC(=O)c1cc2c(ccn2C)n1CC(=O)N1CCC(Cc2ccccc2)CC1,4,6,20*,2,-2,23,-3,i,6
COCCn1c(SCC(=O)N2CCCCC2)nc2c(c1=O)SCC2,-8,0,7,-6,0,-1,0,i,5
NC(=O)CSc1nnc(Cc2csc(Nc3ccc(F)cc3)n2)n1Cc1ccccc1,-14,-32,-1,-2,0,-1,4,i,-14
CCOC(=O)c1sc2nc(SCC(=O)N(CC)CC)n(CCCN3CCCC3=O)c(=O)c2c1C,6,-8,20,-3,-1,-3,7,i,1
Cc1ccccc1-n1c(CSC(=N)N)nc2ccccc2c1=O,16,16,-19,-3,1,-15,-12,i,-14
COc1ccc(C(=O)COC(=O)CCn2c(C)csc2=O)c(OC)c1,4,-2,-19,0,0,0,-4,i,14
COc1ccc(CNc2ncnc3cc(Cl)ccc23)cc1OC,-2,1,-1,-3,-1,-6,-3,i,-5
CCn1c(CSCc2ccc(C)cc2)nnc1SCC(=O)N1CCN(c2ccccc2)CC1,3,-30,-1,-4,-3,-4,3,i,17
CC(C)C[C@H](NC(=O)C1CCN(S(=O)(=O)c2ccccc2)CC1)C(=O)NCc1cccnc1,-7,-2,-4,-3,2,-6,-1,i,0
CN(C)c1ccnc2sc(C(=O)c3ccccc3)c(N)c12,5,2,-2,-5,-3,23,-1,+,-14
Cc1nc(C)c(C(=O)Nc2ccc(Oc3ccccc3)cc2)o1,7,-1,-3,-3,2,-2,-5,i,-5
COc1cccc(C(=O)NC(=S)Nc2ccc3c4c(cccc24)CC3)c1,-19,38,-18,-10,3,15,-9,i,-6
CCc1ccc(NC(=S)N2CCN(S(=O)(=O)c3ccccc3)CC2)cc1,9,-96,1,-2,-1,9,-3,i,6
COc1ccc(NC(=O)NCc2cccn2C)c(OC)c1,-4,-9,0,-10,4,2,0,i,8
CC(O)CNC(=S)Nc1ccccc1 (stereo not drawn),-5,8,1,-3,-2,-7,-3,i,12
CSC1=C(C#N)C(c2ccccc2Cl)C2=C(N1)c1ccccc1C2=O (stereo not drawn),10,-17,3,-8,0,28,7,i,-10

# The listing continues.
SMILES,SKN-1 block,MLLE-PAM2 inh,eLon inh,bovine MsrA act,Rin1-Abl PPI inh,FAS-TE inh,MT1-MMP act inh,Neddyl block,CendR NRP1 mod
CC(C)C(C(=O)O)N1C(=O)/C(=C/c2cccn2C)SC1=S (stereo not drawn),14,-137,i,0,0,-13,-10,i,-193
CCCCOC(=O)Cn1c(=N)n(CCN(CC)CC)c2ccccc21,3,1,2,-1,-4,-5,8,i,2
CCn1c(SCC(=O)N/N=C(\C)c2ccncc2)nnc1-c1ccccc1,1,-8,1,-2,-4,-3,2,i,4
COc1ccc(NC(=O)c2cc(-c3ccc(F)cc3OC(C)C)n[nH]2)cn1,14,9,8,-3,4,5,-1,i,4
Cc1cc(C)n(CCNC(=O)C2CCC(=O)N(CCc3cccc(F)c3)C2)n1 (stereo not drawn),-1,5,3,-7,2,-3,-4,i,15
N#Cc1nc(COc2ccc(Br)cc2)oc1NCCN1CCOCC1,9,6,-2,-1,0,-5,6,i,-8
COc1cccc(C(=O)NNC(=O)C(=O)N2CCCCC2)c1,-12,-2,-8,-2,3,-4,4,i,-9
O=C(Cn1cnc2ccccc21)NC(c1ccccc1)c1ccccc1,-5,-12,-3,-11,3,0,3,i,-4
S=c1[nH]nc2c3c4c(sc3ncn12)CCCC4,-10,30,-11,13*,-1,-5,-2,i,2
Cn1c(C(=O)N2CCCc3ccccc32)cc2sccc21,7,9,9,-1,0,10,-3,i,-9
CN(c1ccccc1)S(=O)(=O)c1cccc(NC(=O)c2cc3ccccc3oc2=O)c1,1,-11,-9,-1,-1,4,0,i,-2
COC(=O)C1=CN(c2ccc3c(c2)OCO3)C(N)=C(C#N)C1c1cccc(F)c1 (stereo not drawn),6,·,·,·,·,·,2,i,2
COc1cccc(COCCN2CCN(S(=O)(=O)c3ccc(C)cc3)CCC2=O)c1,1,13,-1,-1,3,0,6,i,0
Cc1ccc(S(=O)(=O)Nc2cc(C(C)C)c(O)cc2C)cc1,4,-4,-8,-1,-4,3,-5,i,-7
Cc1ccc(NC(=O)c2cn(CCC#N)nc2-c2cccs2)c([N+](=O)[O-])c1,8,4,-6,-2,-1,-1,5,i,-17
Cc1cccc(N2CCN(C(=O)C3CCCN(S(=O)(=O)c4c(C)noc4C)C3)CC2)c1C (stereo not drawn),-5,1,-13,-3,2,21,2,i,3

# 3 entries already listed, ordered by formula weight, rising.
SMILES,SKN-1 block,MLLE-PAM2 inh,eLon inh,bovine MsrA act,Rin1-Abl PPI inh,FAS-TE inh,MT1-MMP act inh,Neddyl block,CendR NRP1 mod
Cc1ccc(S(=O)(=O)Nc2cc(C(C)C)c(O)cc2C)cc1,4,-4,-8,-1,-4,3,-5,i,-7
Cc1ccc(NC(=O)c2cn(CCC#N)nc2-c2cccs2)c([N+](=O)[O-])c1,8,4,-6,-2,-1,-1,5,i,-17
CN(c1ccccc1)S(=O)(=O)c1cccc(NC(=O)c2cc3ccccc3oc2=O)c1,1,-11,-9,-1,-1,4,0,i,-2

# Screens (PubChem)
